Measles CPE: protection of cells from measles virus; Measles virus-infected cells, CPE protection, absorbance; protection (pct of control), % at 4 µM; 140,000 tested, 1.5% active; AID 841; in the data active means protection mostly above about 24%, no sharp cut-off; inactive means mostly below about 26%; further: some compounds called inactive have numbers as strong as hits
MRP1 act: MRP-1 activation. H69AR cells + doxorubicin, viability rescue, CellTiter-Glo. viability increase, % at 10 µM. 140,000 tested, 0.61% active;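 active means viability gain under doxorubicin at or above a set limit, the compound median plus 3 SD, cut at about 4.7% in these data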;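 further: MRP-1 overexpressing cells given doxorubicin 25 µM after compound pretreatment; 18-22 h compound pretreatment then 72 h with doxorubicin before readout; 0% = doxorubicin-only wells and 100% = vehicle-treated cells without doxorubicin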
E-sel TNF inh: TNF alpha driven E-selectin expression inhibition; HUVEC TNFa-induced E-selectin immunofluorescence, high content; inhibition, % at 2 µM; 120,000 tested, 0.71% active;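 active means inhibition above the batch mean plus 3 SD, and confirmed as a hit on visual image review, cut at about 43% in these data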;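 further: 0% = TNF-stimulated DMSO wells and 100% = unstimulated control wells; not every result past the cut was called active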
bCat KO growth: beta-catenin-lacking colon tumor cell growth suppression. HCT116 beta-catenin knockout viability, CellTiter-Glo, 60 h; stronger effect = lower value. viability, % at 10 µM. 140,000 tested, 1.5% active. AID 818;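 active means viability at or under a set limit, the compound median less 4 SD, cut at about 6% in these data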;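 further: 0% = Hyamine 1622 control at 20 µM and 100% = untreated cell control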
NPY Y2 blocker: antagonists of human neuropeptide Y receptor Y2; P49146; NPY-Y2 expressing cells, antagonist mode; inhibition, % at 2.7 µM; 140,000 tested, 0.99% active; AID 793; in the data active means inhibition above about 17%;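 further: 0% = vehicle with agonist challenge and 100% = reference antagonist with challenge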
Target sequence (P49146 whole entry, looked up): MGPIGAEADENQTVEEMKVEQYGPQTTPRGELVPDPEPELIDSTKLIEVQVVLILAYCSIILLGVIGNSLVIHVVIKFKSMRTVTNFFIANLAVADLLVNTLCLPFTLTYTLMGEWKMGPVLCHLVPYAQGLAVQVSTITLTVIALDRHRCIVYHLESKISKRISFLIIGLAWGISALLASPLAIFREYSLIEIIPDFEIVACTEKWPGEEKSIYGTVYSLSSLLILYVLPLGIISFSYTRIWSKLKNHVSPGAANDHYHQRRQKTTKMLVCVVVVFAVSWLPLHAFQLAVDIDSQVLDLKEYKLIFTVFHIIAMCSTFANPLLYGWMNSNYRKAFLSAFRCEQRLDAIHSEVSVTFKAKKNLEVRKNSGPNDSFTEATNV
GALR2 antag: blocks the human galanin receptor 2; GALR2-expressing cells, antagonist mode; 140,000 tested, 0.39% active; AID 828; O43603; inhibition, % at 4 µM; in the data active means inhibition above about 27%;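 further: cells stimulated with galanin 1-16 at roughly its EC80; 0% = agonist challenge control and 100% = basal control without agonist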
Target sequence (O43603 whole entry, looked up): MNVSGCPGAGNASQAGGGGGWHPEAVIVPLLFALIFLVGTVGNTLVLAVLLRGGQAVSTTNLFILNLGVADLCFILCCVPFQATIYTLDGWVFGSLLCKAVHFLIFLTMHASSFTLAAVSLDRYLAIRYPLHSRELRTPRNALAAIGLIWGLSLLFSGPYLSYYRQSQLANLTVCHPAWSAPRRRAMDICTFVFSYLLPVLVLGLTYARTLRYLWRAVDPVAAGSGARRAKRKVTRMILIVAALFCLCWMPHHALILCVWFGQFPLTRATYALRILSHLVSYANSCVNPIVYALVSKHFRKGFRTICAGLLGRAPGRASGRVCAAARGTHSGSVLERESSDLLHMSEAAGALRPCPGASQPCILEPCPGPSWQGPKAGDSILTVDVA
Phagocyt inh: inhibitors of macrophage phagocytosis; J774A.1 macrophage IgG-bead phagocytosis, imaging; inhibition, % at 5 µM; 110,000 tested, 0.07% active; AID 1029;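 active means inhibition above the mean of the plate negative controls plus 5 SD, cut at about 13% in these data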;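 further: phagocytic index as fraction of beads internalized from green versus red external bead signal; plate controls were DMSO negative control for no effect and cytochalasin-D positive control for full effect; some results beyond the cut were filed as inactive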
HCT116 PTEN-null: suppresses growth of cells with PTEN deletion; HCT116 PTEN-null viability, CellTiter-Glo, 60 h; stronger effect = lower value; viability, % at 10 µM; 140,000 tested, 1.2% active; AID 827;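 active means viability at or below a set limit, 4 SD under the median of all tested compounds, cut at about 3.7% in these data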;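 further: PTEN knockout HCT116 line with beta catenin targeted HCT116 as companion control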
Yeast growth inh: yeast BB579 growth reduction in restrictive medium; S. cerevisiae BB579 growth, OD615, 48 h; inhibition, % at 10 µM; 140,000 tested, 0.51% active;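 active means inhibition above a set limit, 3 SD over the mean compound inhibition, cut at about 44% in these data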; further: inactives centre near -24
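Test system: Saccharomyces cerevisiae DeaD strain BB579, replicative lifespan model yeast | Buffer or medium: Restrictive CSMM-D medium | Doses: One dose, 10 µM compound with 0.25% DMSO | Incubation: 48 h exposure, 30 °C | Detection: Culture absorbance at 615 nm | Control set: Amphotericin B at 10 µg/mL as positive control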
Yeast lifespan up: yeast lifespan extension; S. cerevisiae growth with nicotinamide, OD615; deaD strain in restrictive glucose medium; inhibition of the nicotinamide effect, % at 10 µM; 130,000 tested, 0.68% active;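 active means inhibition above a set limit, placed 3 SD over the median of all compounds, cut at about 26% in these data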;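 further: 0% = nicotinamide-treated wells and 100% = cells grown without nicotinamide; some compounds called inactive have numbers as strong as hits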
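Test system: DeaD-strain S. cerevisiae / Buffer or medium: restrictive glucose medium / Also added: nicotinamide 1.5 mM / Doses: one concentration, 10 µM, DMSO 0.25% / Schedule: 48 h at 30 °C / Signal: OD615 measurement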
* = called active by the depositor; . = not tested or not shown.

SMILES	Measles CPE	MRP1 act	E-sel TNF inh	bCat KO growth	NPY Y2 blocker	GALR2 antag	Phagocyt inh	HCT116 PTEN-null	Yeast growth inh	Yeast lifespan up
CC(/C=N/n1c(C2CCCCC2)n[nH]c1=S)=C\c1ccccc1	4.5	0.6	-41.5	106.9	5.7	13.1	.	86.1	-51.5	-20.3
CCCS(=O)(=O)N1CCN(C(=O)c2cccnc2)CC1	16.8	-2.4	-29.1	102.6	2.0	6.2	-2.7	100.1	11.4	-0.1
CCOc1cc(-c2cc(-c3ccc(OC)cc3)nc(N)c2C#N)ccc1O	8.9	-2.7	4.6	90.0	5.8	-10.0	0.4	90.9	-12.9	2.1
N#Cc1c(-c2ccccc2)nc(SCc2nc(N)nc(N3CCCCC3)n2)[nH]c1=O	2.3	3.4	0.3	99.5	1.1	-11.4	1.6	97.5	-30.8	-5.2
O=C(NC(=S)Nc1ccc(CN2CCOCC2)cc1)c1ccccc1[N+](=O)[O-]	18.3	0.1	30.9	97.2	1.2	-4.1	.	105.8	-27.5	1.8
CNCc1ccc(OCc2ccccc2)c(OC)c1	5.4	0.2	.	93.0	4.6	-0.6	-0.4	94.6	-19.0	3.8
CCC(=O)NC1(C(F)(F)F)C(=O)Nc2c1c(=O)n(C)c(=O)n2C (configuration not stated)	17.7	1.4	-41.8	98.2	-0.3	5.8	8.3	105.8	35.4	-4.2
COCCn1cc(C(=O)c2ccccc2OCC(=O)Nc2cc(C)on2)cc(C#N)c1=O	5.3	0.3	21.4	90.1	3.3	-1.2	.	95.0	12.3	-2.3
N#Cc1nc(COc2ccccc2)oc1N1CCCC1	19.0	5.0*	.	94.8	0.1	-11.4	-0.4	91.9	17.2	-3.1
C/C(=N/NC(=O)c1cccs1)c1ccco1	10.2	0.1	.	91.2	2.6	9.0	-0.5	90.5	-16.4	-3.5
Brc1ccccc1OCCCN1CCOCC1	8.6	0.5	-14.0	99.5	2.6	-5.1	.	103.8	-12.0	-3.2
O=C(N/N=C/c1ccc(OCC(=O)N2CCCCC2)cc1)c1ccccc1O	6.0	-3.3	.	89.6	0.9	2.8	.	86.5	-42.5	-2.2
CC1=C(C(=O)OC(C)C)C(c2ccc(N(C)C)cc2)C2=C(CC(C)(C)CC2=O)N1 (configuration not stated)	5.3	-2.0	.	86.8	0.4	-8.1	-2.2	83.0	-39.8	1.0
CCC(=O)Nc1nnc(-c2ccccn2)o1	25.2	0.8	68.0*	96.8	0.0	5.9	4.1	98.1	-17.3	7.8
CCCCNC(=O)CCC(=O)NNc1nc2ccccc2c2nc(-c3ccccc3)nn12	11.0	-3.4	8.1	65.5	1.1	11.4	.	67.5	-29.8	3.3
Cc1ccc(NC(=O)CCC(=O)NNC(=O)COc2cccc3ccccc23)c(C)c1	3.7	-2.4	-53.7	70.8	9.6	-1.1	.	86.3	-30.4	-15.0
CCOC(=O)COc1ccc2c(c1)c(C(=O)OCC)c(C)n2CC	3.8	-0.4	-1.8	101.1	9.6	8.9	-0.9	104.8	-23.5	-23.1
O=C(Nc1cnccn1)c1cccnc1	4.1	-2.2	0.9	97.7	-4.5	-4.0	0.2	103.4	-29.2	-6.7
CSC1=NCCN1C(=O)c1cccc(C(F)(F)F)c1	19.6	-1.1	.	96.4	1.9	-5.1	-2.6	104.2	-8.0	2.1
CCNC(=O)C(=O)NCCc1ccc(Cl)cc1	4.0	1.7	7.3	86.8	2.4	0.3	-3.2	88.5	9.5	-11.3
COc1ccccc1OCC(=O)Nc1ccccc1C(=O)NCc1ccco1	25.6	-2.6	10.2	73.5	4.4	10.1	.	69.0	-29.3	.
CC(=C/c1ccccc1)/C=C1/SC(N2CCOCC2)=NC1=O	6.3	-2.6	-11.4	88.6	2.7	3.6	.	77.5	-22.3	-28.8
COc1ccc(C(=O)CSc2nncn2C)cc1	24.9	-3.2	-1.5	104.3	0.7	4.0	0.7	96.0	18.1	-28.1
O=C(c1ccccc1NS(=O)(=O)c1cccc(C(F)(F)F)c1)N1CCc2ccccc21	25.1	-2.5	23.9	90.4	5.6	0.4	-1.8	100.4	-3.8	1.4
Cc1ccc(C2C3=C(CCCC3=O)Nc3[nH]c(=S)[nH]c(=O)c32)cc1 (configuration not stated)	6.1	-0.7	13.1	106.7	3.0	-141.0	-1.0	101.7	-37.0	-5.7
Cc1ccc(-n2c(SCC(=O)Nc3ccc4c5c(cccc35)CC4)nc(O)cc2=O)cc1	17.1	-2.1	.	95.2	3.0	1.1	-5.4	99.5	-28.7	2.3
Cc1cc(N2CCN(c3ccccc3)CC2)nc(N)n1	16.8	1.2	21.8	98.2	0.0	8.0	.	97.4	-10.7	.
COc1cccc(CNS(=O)(=O)c2cn(C)cn2)c1	2.8	-0.6	4.5	96.3	1.0	-10.1	-2.7	100.2	-16.6	-6.2
COc1cc(S(=O)(=O)N2CCCCC2)ccc1NC(=O)c1ccccc1Cl	4.4	-1.1	10.0	88.1	3.2	3.4	.	86.2	0.3	.
Cc1ccc(C2(O)CN(c3ccccc3C)C3=[N+]2CCS3)cc1 (configuration not stated)	44.2	-1.2	63.7*	80.7	5.5	-10.6	-12.1	78.2	-24.9	10.8
O=C(COC(=O)c1ccc(S(=O)(=O)NCc2ccco2)cc1)NC1CCCCC1	30.5	-1.2	-31.7	96.7	-0.3	-14.6	-1.1	106.6	-54.0	-5.7
CCOc1cc(N2CCOCC2)c(OCC)cc1NC(=O)Cc1cccc2ccccc12	8.5	-0.8	-5.9	80.0	7.6	2.5	2.4	64.7	-27.7	14.6
COC(=O)Nc1nnc(Cc2ccc(Cl)cc2)s1	2.7	0.2	11.2	101.0	5.8	2.2	-0.5	103.3	-69.3	-8.0
CCCC(=O)Nc1cccc(-c2nc3ccccc3o2)c1	19.3	-0.2	14.0	93.2	2.0	5.5	0.6	95.4	-15.7	-16.5
C/C(=N\OCC(=O)Nc1cc(C)cc(C)c1)c1ccc2c(c1)OCCO2	18.5	-1.1	.	90.4	14.6	-15.3	-13.0	99.2	-19.5	-4.5
N#CC1=C(N)Oc2n[nH]c(-c3ccccn3)c2C1c1c(F)cccc1Cl (configuration not stated)	8.0	-3.7	4.7	86.7	0.4	-9.3	0.2	98.6	-26.7	-0.6
Cc1cc(C(=O)Nc2nnc(-c3ccccc3)s2)no1	5.1	0.8	.	91.8	1.9	-7.2	-2.7	96.9	-39.3	27.5*
COC(=O)C1=C(C)NC(C)=C(C(=O)OC)C1c1ccc(-c2cc(Cl)ccc2Cl)o1	15.7	-1.4	.	94.8	0.5	-5.6	-12.9	84.4	-23.7	1.3
CC(=O)C1=C(O)C(=O)N(c2cc(C(C)(C)C)on2)C1c1ccc(C(C)C)cc1 (configuration not stated)	19.5	-0.8	-2.1	82.4	3.8	-3.9	-0.4	95.0	-47.6	-10.0
CCCSc1nc2c(c(=O)n(C)c(=O)n2C)n1Cc1ccc(C)cc1	16.6	-2.3	.	79.9	0.8	-15.0	-0.1	76.0	-30.0	5.0

In the list so far, these contain a cyano group.
SMILES	Measles CPE	MRP1 act	E-sel TNF inh	bCat KO growth	NPY Y2 blocker	GALR2 antag	Phagocyt inh	HCT116 PTEN-null	Yeast growth inh	Yeast lifespan up
CCOc1cc(-c2cc(-c3ccc(OC)cc3)nc(N)c2C#N)ccc1O	8.9	-2.7	4.6	90.0	5.8	-10.0	0.4	90.9	-12.9	2.1
N#Cc1c(-c2ccccc2)nc(SCc2nc(N)nc(N3CCCCC3)n2)[nH]c1=O	2.3	3.4	0.3	99.5	1.1	-11.4	1.6	97.5	-30.8	-5.2
COCCn1cc(C(=O)c2ccccc2OCC(=O)Nc2cc(C)on2)cc(C#N)c1=O	5.3	0.3	21.4	90.1	3.3	-1.2	.	95.0	12.3	-2.3
N#Cc1nc(COc2ccccc2)oc1N1CCCC1	19.0	5.0*	.	94.8	0.1	-11.4	-0.4	91.9	17.2	-3.1
N#CC1=C(N)Oc2n[nH]c(-c3ccccn3)c2C1c1c(F)cccc1Cl (configuration not stated)	8.0	-3.7	4.7	86.7	0.4	-9.3	0.2	98.6	-26.7	-0.6

Additional results follow:
SMILES	Measles CPE	MRP1 act	E-sel TNF inh	bCat KO growth	NPY Y2 blocker	GALR2 antag	Phagocyt inh	HCT116 PTEN-null	Yeast growth inh	Yeast lifespan up
Cc1cccc(NC(=O)C2CC(O)CN2C(=O)OCc2ccccc2)c1 (configuration not stated)	14.5	-2.3	.	90.4	-0.9	2.8	-3.3	91.0	-12.4	-8.1
COc1ccc(NS(=O)(=O)c2ccc(O)c(NC(=O)c3ccc(S(=O)(=O)N4CCCCCC4)cc3)c2)cc1	8.6	-1.6	5.4	87.3	-1.2	-1.0	-9.1	84.3	-35.8	4.5
Cn1c(=O)oc2cc(S(=O)(=O)N3CCCC(C(=O)N4CC=C(c5ccccc5)CC4)C3)ccc21 (configuration not stated)	17.1	-1.5	14.1	71.7	0.2	6.3	0.2	65.6	38.4	-4.5
Cn1cccc1Cc1nnc(SCC(=O)N2CCc3ccccc32)n1CCc1ccccc1	5.6	-6.0	-8.3	59.0	3.9	11.2	0.6	71.2	-14.0	-8.4
CCn1c(SCC(=O)C(C)(C)C)nnc1-c1ccccn1	5.0	-0.6	-1.1	104.6	2.5	1.8	-1.5	95.8	-6.2	-9.3
CCOC(=O)c1nnn(-c2ccccc2)c1C	17.4	-2.1	1.9	93.0	0.6	8.2	.	93.8	-29.7	.
COCC(=O)N/N=C(\C)CC(=O)Nc1ccccc1C(N)=O	10.8	-1.9	.	93.8	1.0	8.8	.	96.9	-14.5	-21.7
COc1ccc(C)cc1NC(=O)c1cc2ccccc2cc1OCC(=O)NCc1ccco1	15.3	-3.6	-21.6	79.1	5.4	-6.1	1.2	86.6	-44.5	-7.0
COc1ccc(-c2noc(-c3ccccc3C(=O)Nc3cccnc3)n2)cc1OC	14.9	-1.3	-51.9	88.1	-1.4	3.1	-0.3	88.2	-42.5	-11.5

Five records picked at random from those above, as already listed:
SMILES	Measles CPE	MRP1 act	E-sel TNF inh	bCat KO growth	NPY Y2 blocker	GALR2 antag	Phagocyt inh	HCT116 PTEN-null	Yeast growth inh	Yeast lifespan up
COc1ccc(-c2noc(-c3ccccc3C(=O)Nc3cccnc3)n2)cc1OC	14.9	-1.3	-51.9	88.1	-1.4	3.1	-0.3	88.2	-42.5	-11.5
Cn1cccc1Cc1nnc(SCC(=O)N2CCc3ccccc32)n1CCc1ccccc1	5.6	-6.0	-8.3	59.0	3.9	11.2	0.6	71.2	-14.0	-8.4
Cc1cccc(NC(=O)C2CC(O)CN2C(=O)OCc2ccccc2)c1 (configuration not stated)	14.5	-2.3	.	90.4	-0.9	2.8	-3.3	91.0	-12.4	-8.1
CCOC(=O)c1nnn(-c2ccccc2)c1C	17.4	-2.1	1.9	93.0	0.6	8.2	.	93.8	-29.7	.
COCC(=O)N/N=C(\C)CC(=O)Nc1ccccc1C(N)=O	10.8	-1.9	.	93.8	1.0	8.8	.	96.9	-14.5	-21.7
